Giardia FBPA inh: Giardia lamblia aldolase inhibition; purified Giardia FBPA; hit rate 0.71% among 290,000; AID 2451; Potency, µM (doses to about 59.6 µM), for inactives: at the highest dose activity, negative = inhibition, most hits filed as inhibitors; active = well fitted inhibition curve with a large enough effect; inconclusive = small, poorly fitted or top-dose-only effect, or effect the other way; note: nearly all actives have a fitted effect of over 55% in size
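Giardia FBPA (40 nM reagent) was preincubated 10 min at RT with compound (up to 57.5 uM final), then substrate plus GAPDH/TPI/NAD/arsenate coupling system with diaphorase/resazurin was added; resorufin fluorescence (525/598 nm) was read after 20 min.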
Active calls of the source: *; ? = inconclusive; & = joins results of further samples; [ ] = remark or other dose. % is set by controls: 0 for no effect and ±100 for the full control effect; potency is the fitted concentration of half-maximal effect. Not all compounds are listed (hit frequency here may not be typical).

item | structure | Giardia FBPA inh
1 | CC(=O)OCC1OC(n2cnc3c(Cl)nc(Cl)nc32)C(OC(C)=O)C1OC(C)=O (centres undefined) | -6.1%
2 | CC[C@H](C)[C@H](NC(=O)[C@H](Cc1ccc(O)cc1)NC(=O)[C@@H]1CCCN1C(=O)[C@H](CCCCN)NC(=O)[C@@H](N)CCCCN)C(=O)N[C@@H](CC(C)C)C(=O)O | 2.7%
3 | CCCCC#CC1C=CC(Oc2ccc(C(=O)OC)cc2)C(COC(=O)OCC)O1 (centres undefined) | 0.1%[12.9 µM]
4 | Nc1ccc(C(=O)Oc2ccccc2)c(O)c1 | -10.9%
5 | CC(=O)OCC1=C(C(=O)O)N2C(=O)[C@@H](NC(=O)CSc3ccncc3)[C@@H]2SC1 | -19.9%[21.7 µM]
6 | CC(C)(C)C(=O)OCOP(=O)(OCOC(=O)C(C)(C)C)C(C)(Oc1ccc(O)cc1)P(=O)(OCOC(=O)C(C)(C)C)OCOC(=O)C(C)(C)C | -7.8%
7 | COC(c1ccccc1Br)C(C)/C=C/CCO (centres undefined) | 0.8%[12.9 µM]
8 | CC(C)(C)N1C(=O)[C@@H]2[C@H]3C(=CC[C@H]2C1=O)C(=O)[C@H]1O[C@H]1[C@H]3O | 0.4%[12.9 µM]
9 | CNc1ncncc1-c1ccccc1C(F)(F)F | -6.1%
10 | CC(C)NC[C@H](O)c1ccc(NS(C)(=O)=O)cc1 | 2.1%
11 | COc1ccc(Oc2ncc3nc(-c4cccs4)c(=O)n(-c4ccccc4)c3n2)cc1 | -0.8%
12 | CCCC/C=C/C(NC(=O)OCc1ccccc1Cl)c1ccccc1 (centres undefined) | 5.1%
13 | Cc1nc2cnc(N3CCNCC3)nc2n(CCc2ccccc2)c1=O | 3.3%
14 | NC1(C(=O)O)CCc2cc(C(=O)O)ccc21 (centres undefined) | -5.3%
15 | CCN1C(=O)[C@H]2[C@H]3[C@H](O)[C@H](O)C/C(=N/OC/C=C(\C)CCC=C(C)C)[C@H]3CC[C@@H]2C1=O | -3.5%[12.9 µM]
16 | c1ccc(-c2ccc(N3CC[C@@]4(CCCNC4)C3)cc2)cc1 | -6.0%
17 | COc1ccc2[nH]cc(CCNc3cc(-c4ccc5c(c4)OCO5)ncn3)c2c1 | -18.5%
18 | C#CCCCCCCCCCCCc1ccco1 | 1.1%
19 | COc1cc2c(cc1O)C(Cc1ccc(O)cc1)[N+](C)(C)CC2 (centres undefined) | 1.0%
20 | N[C@H](Cn1ccc(=O)c(O)c1)C(=O)O | 1.7%
21 | COc1ccc2c(c1)OCC(Cc1ccc(OC)c(OC(C)=O)c1)C2=O (centres undefined) | -4.5%
22 | Cc1ccc2c(=O)c3ccccc3n(CCCN)c2c1C | ?
23 | NCCNC(=O)c1ccc(Cl)cc1 | -2.5%&6.5%
24 | N#CC(Cc1ccc(O)c(O)c1)C(=O)N1CCc2ccccc21 (centres undefined) | ?
25 | OCC(O)C(O)C(O)CO (centres undefined) | 1.5%&-0.3%
26 | CCCCc1cc2c(cn1)=C(OC(=O)C1CCCC1)C(C)(OC(=O)CC)C(=O)C=2 (centres undefined) | 0.8%[12.9 µM]
27 | CCC(=O)N1C2=C(c3ccccc3[C@@H]1CC(=O)Nc1ccc3ccccc3c1)[C@@H]1C(=O)N(c3ccccc3)C(=O)[C@@H]1[C@H](C)C2 | 3.0%[12.9 µM]
28 | CCCCC/C=C\C\C=C/C=C/C=C/[C@@H](SCC(N)C(=O)NCC(=O)O)[C@@H](O)CCCC(=O)O (some centres undefined) | 1.4%
29 | C[Si](C)(C/C=C/CC[C@H](O)C1=CCCCC1=O)c1ccccc1 | -0.2%
30 | COC(=O)c1c(-c2cc(OC)c(OC)c(OC)c2)c2ccc(OCc3ccccn3)cc2c(=O)n1-c1ccc(N)cc1 | -0.1%
31 | CC#C[C@@]1(O)CC[C@H]2[C@@H]3CCC4=CC(=O)CCC4=C3[C@H](c3ccc(N(C)C)cc3)C[C@]21C | -8.5%[21.7 µM]
32 | COc1cc(O)c(C(=O)/C=C/c2ccccc2)c(O)c1 | 1.1%[12.9 µM]
33 | O=c1c(-c2ccccc2)nc2cncnc2n1-c1ccccc1 | 2.6%
34 | COc1cccc(C2=Nn3c(nnc3-c3ccccc3OC)SC2)c1 | ?
35 | CS(=O)(=O)Nc1cccc(-c2ccc3ncnc(Nc4ccc(F)cc4)c3c2)c1 | -13.9%
36 | CO[C@H]1C([C@@]2(C)O[C@@H]2CC=C(C)C)[C@]2(CC[C@H]1OC(=O)/C=C/C=C/C=C/C=C/C(=O)O)CO2 (some centres undefined) | -8.4%
37 | NCCCCCCNS(=O)(=O)c1cccc2ccccc12 | -0.2%
38 | O=S(=O)(c1ccccc1)N1CCC2(CCN(Cc3ccccc3)CC2)CC1 | 1.9%
39 | CCCCC/C=C\C/C=C\CCCCCCCCCC(N)=O | 3.3%
40 | Nc1nc(O)c2ncn([C@H]3CC[C@@H](CO)O3)c2n1 | 0.2%
41 | COC(=O)C(C(=O)OC)C1O[C@@]23COCCC2(C)C3c2ccccc21 (some centres undefined) | -2.9%[12.9 µM]
42 | C[C@]12CCC(=O)C=C1CCc1ccc(O)cc12 | -21.6%
43 | CC(=O)O[C@@H](C)C#C[Si](C)(C)c1ccccc1 | 3.5%
44 | COc1cccc(-c2cncnc2NCCN2CCOCC2)c1 | -15.7%
45 | COc1ccco1 | 3.6%
46 | CCCN1CCC(=O)N(C(CSc2ccc(C)cc2)Cc2ccccc2)CC1 (centres undefined) | 4.3%
47 | CC(C)C[C@H](NC(=O)[C@H](CCCCN)NC(=O)CNC(=O)[C@H](CC(C)C)NC(=O)[C@@H](NC(=O)[C@@H]1CSSC[C@H](N)C(=O)N[C@@H](CO)C(=O)N[C@@H](CC(N)=O)C(=O)N[C@@H](CC(C)C)C(=O)N[C@@H](CO)C(=O)N[C@@H]([C@@H](C)O)C(=O)N1)C(C)C)C(=O)N[C@@H](CO)C(=O)N[C@@H](CCC(N)=O)C(=O)N[C@@H](CCC(=O)O)C(=O)N[C@@H](CC(C)C)C(=O)N[C@@H](Cc1cnc[nH]1)C(=O)N[C@@H](CCCCN)C(=O)N[C@@H](CC(C)C)C(=O)N[C@@H](CCC(N)=O)C(=O)N[C@H](C(=O)N[C@@H](Cc1ccc(O)cc1)C(=O)N1CCC[C@H]1C(=O)N[C@@H](CCCNC(=N)N)C(=O)N[C@H](C(=O)N[C@@H](CC(N)=O)C(=O)N[C@H](C(=O)NCC(=O)N[C@@H](CO)C(=O)NCC(=O)N[C@H](C(=O)N1CCC[C@H]1C(N)=O)[C@@H](C)O)[C@@H](C)O)[C@@H](C)O)[C@@H](C)O | 4.0%
48 | Cc1c2oc3c(C)ccc(C(=O)N[C@@H]4C(=O)N[C@H](C(C)C)C(=O)N5CCC[C@H]5C(=O)N(C)CC(=O)N(C)[C@@H](C(C)C)C(=O)O[C@@H]4C)c3nc-2c(C(=O)N[C@@H]2C(=O)N[C@H](C(C)C)C(=O)N3CCC[C@H]3C(=O)N(C)CC(=O)N(C)[C@@H](C(C)C)C(=O)O[C@@H]2C)c(N)c1=O | ?
49 | OCC1OC(Oc2cccc3cccnc23)C(O)C(O)C1O (centres undefined) | 0.7%
50 | Nc1nc(Cl)nc2c1ncn2C1OC(CO)C(O)C1F (centres undefined) | 7.0%

(continued)
item | structure | Giardia FBPA inh
51 | C#CCCCO/N=C1/C[C@@H](O)[C@@H](O)[C@@H]2[C@@H]3C(=O)N(C[C@@H]4CCCO4)C(=O)[C@H]3CC[C@H]12 | -0.7%[12.9 µM]
52 | COc1ccc(-c2nc3c(c4c2C[C@H](c2ccccc2)OC4)CN(C(=O)c2cccnc2)CC3)c(C)c1 | 5.8%[12.9 µM]
53 | CN(C)[C@H]1C(=O)C(C(N)=O)=C(O)[C@]2(O)C(=O)C3=C(O)c4c(O)cccc4[C@@](C)(O)[C@H]3C[C@@H]12 | ?
54 | CCCCCC1OC1C/C=C\C/C=C\C/C=C\CCCC(=O)O (centres undefined) | 0.2%
55 | COc1cccc(-c2cncnc2NCc2cccc(C)c2)c1 | -0.2%
56 | Cc1noc(C)c1-c1ccc2ncnc(NCCN3CCOCC3)c2c1 | 0.6%
57 | COC(=O)[C@@]1(Cc2ccc(OC)cc2)[C@H]2c3cc(C(=O)N4CCCC4)n(CCCNc4ncc(C(F)(F)F)cc4Cl)c3C[C@H]2CN1C(=O)c1ccccc1 | -8.0%
58 | C=C(C)C(O)/C=C/c1ccccc1OC (centres undefined) | 0.9%[12.9 µM]
59 | O=C1[C@@H]2[C@H]3C(=CC[C@@H]2C(=O)N1Cc1ccccc1)C1(OCCCO1)[C@H]1O[C@@H]1[C@H]3O | -9.3%[12.9 µM]
60 | CC1C(=O)OC2CC34C5CC(C(C)(C)C)C36C(OC(=O)C6O)OC4(C(=O)O5)C21O (centres undefined) | 5.3%
61 | CC(=O)N1CCC2(CCCN(c3ccccn3)C2)CC1 | 3.6%
62 | O=C(NCc1ccccc1)[C@]1(C(F)(F)F)C[C@H](CCCO)CCCO1 | 0.9%
63 | COCCn1c(=O)c(-c2ccccc2)nc2cncnc21 | 0.9%
64 | CCN1C(=O)[C@H]2[C@@H]3[C@H](O)[C@H](O)CC(=O)[C@H]3CC[C@H]2C1=O | 2.0%&0.5%[12.9 µM]
65 | COC(=O)c1ccc2[se]c(CC3CCCCC3)c(I)c2c1 | 8.2%
66 | CN1CCN(c2ncncc2-c2ccoc2)CC1 | -11.0%
67 | F/C(COc1ccc2c(c1)[nH]c1ccccc12)=C1/CN2CCC1CC2 | 0.3%
68 | COc1ccc2[nH]cc(CCNc3nc(-c4ccccc4OC)nc4ccccc34)c2c1 | -15.6%
69 | CCOc1cc(NC(C)=O)ccc1C(=O)OC | 0.2%
70 | CC1O[C@@H](Oc2c(-c3ccc(O)c(O)c3)oc3cc(O)cc(O)c3c2=O)C(O)C(O)C1O (some centres undefined) | -11.6%
71 | C=C(CO)C1Cc2c(ccc3c2OC2COc4cc(OC)c(OC)cc4C2C3=O)O1 (centres undefined) | -4.8%
72 | COC(=O)c1ccc(C(NC(=O)OCc2ccccc2)/C(=C/[C@@H](C)C(=O)NCc2nc3ccccc3n2C)c2cccnc2)cc1 (some centres undefined) | 0.7%
73 | O=C(c1csnn1)N1CCC[C@@]2(CCN(c3ccccc3)C2)C1 | -7.3%
74 | COC1=CC(=O)O[C@@H](/C=C\c2ccccc2)C1 | 5.2%[21.7 µM]
75 | COc1ccccc1CN1CC[C@@]2(CCCN(C(=O)c3ccncc3)C2)C1 | -16.2%

Four entries from above, field by field.
31. CC#C[C@@]1(O)CC[C@H]2[C@@H]3CCC4=CC(=O)CCC4=C3[C@H](c3ccc(N(C)C)cc3)C[C@]21C
  Giardia FBPA inh = -8.5%[21.7 µM]

71. C=C(CO)C1Cc2c(ccc3c2OC2COc4cc(OC)c(OC)cc4C2C3=O)O1 (centres undefined)
  Giardia FBPA inh = -4.8%

6. CC(C)(C)C(=O)OCOP(=O)(OCOC(=O)C(C)(C)C)C(C)(Oc1ccc(O)cc1)P(=O)(OCOC(=O)C(C)(C)C)OCOC(=O)C(C)(C)C
  Giardia FBPA inh = -7.8%

61. CC(=O)N1CCC2(CCCN(c3ccccn3)C2)CC1
  Giardia FBPA inh = 3.6%

(next part)
item | structure | Giardia FBPA inh
76 | CC(=O)N1CCC2(CC1)CCN(c1ccccn1)CC2 | -3.7%
77 | COc1cccc(Nc2ncc3nc(-c4ccc(Cl)cc4)c(=O)n(C[C@H]4CCCO4)c3n2)c1 | -3.8%
78 | CC(=O)OC1CCC2(C)C3CCC4(C)C(CC5CCCCC54C(C)=O)C3CC(=O)[C@@]2(O)C1 (some centres undefined) | -1.3%
79 | OC[C@@H]1OC(O)[C@@H](O)[C@H](O)[C@H]1O (some centres undefined) | 3.4%
80 | N#Cc1ccc(CN2CC[C@@]3(CCCNC3)C2)cc1 | 0.7%
81 | COc1ccc(OCC2CC3C(CCC(C)C3c3ccc(Br)cc3)C(=O)O2)cc1 (centres undefined) | 0.1%[12.9 µM]
82 | CCOc1ccccc1-c1nnc2n1N=C(c1ccccc1OC)CS2 | -2.0%
83 | C[N+](C)(C)CCOP(=O)([O-])OP(=O)(O)OCC1OC(n2ccc(N)nc2=O)C(O)C1O (centres undefined) | 0.0%
84 | C=CCC(C)(O)c1cccc(Br)c1 (centres undefined) | 5.3%
85 | COc1ncc2nc(-c3ccc(F)cc3)c(=O)n(Cc3ccc(F)cc3)c2n1 | 0.1%
86 | COC(=O)C1(C)C=C2C(=C(C)C(=O)C2C)CN1 (centres undefined) | -19.4%
87 | CCN1C[C@]2(COC(=O)c3ccccc3N3C(=O)C[C@H](C)C3=O)CC[C@H](OC)[C@@]34[C@@H]5C[C@H]6[C@H](OC)[C@H]5[C@](O)(C[C@@H]6OC)[C@@](O)([C@@H](OC)[C@@H]23)[C@@H]14 | 0.6%
88 | COc1ccccc1-c1nccc(Nc2ccc(F)cc2)n1 | 1.8%
89 | CC1=CC[C@@H]2[C@@H](C1)c1c(O)cc(CC#CCCCNS(C)(=O)=O)cc1OC2(C)C | ?
90 | CCOC(=O)N1CCCN(/[N+]([O-])=N/Oc2ccc([N+](=O)[O-])cc2[N+](=O)[O-])CC1 | 4.0%

Four structures already listed, sorted by molar mass, low to high.
item | structure | Giardia FBPA inh
86 | COC(=O)C1(C)C=C2C(=C(C)C(=O)C2C)CN1 (centres undefined) | -19.4%
76 | CC(=O)N1CCC2(CC1)CCN(c1ccccn1)CC2 | -3.7%
82 | CCOc1ccccc1-c1nnc2n1N=C(c1ccccc1OC)CS2 | -2.0%
85 | COc1ncc2nc(-c3ccc(F)cc3)c(=O)n(Cc3ccc(F)cc3)c2n1 | 0.1%

Bioassay records from PubChem BioAssay.
